Bioassay records as filed in PubChem BioAssay.
aGal spleen mod = inhibits or activates alpha-galactosidase in human spleen homogenate; Potency, µM (top dose mostly 80 µM), without a hit: top-dose activity change, negative = inhibition, hits mostly inhibitors; 240,000 compounds, 0.008% hits; AID 2107; human spleen homogenate, 4MU-alpha-Gal fluorescence, 40 min;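 also: 0% = enzyme with vehicle and -100% = no enzyme basal signal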
Target sequence (P06280 32-429 limits assumed): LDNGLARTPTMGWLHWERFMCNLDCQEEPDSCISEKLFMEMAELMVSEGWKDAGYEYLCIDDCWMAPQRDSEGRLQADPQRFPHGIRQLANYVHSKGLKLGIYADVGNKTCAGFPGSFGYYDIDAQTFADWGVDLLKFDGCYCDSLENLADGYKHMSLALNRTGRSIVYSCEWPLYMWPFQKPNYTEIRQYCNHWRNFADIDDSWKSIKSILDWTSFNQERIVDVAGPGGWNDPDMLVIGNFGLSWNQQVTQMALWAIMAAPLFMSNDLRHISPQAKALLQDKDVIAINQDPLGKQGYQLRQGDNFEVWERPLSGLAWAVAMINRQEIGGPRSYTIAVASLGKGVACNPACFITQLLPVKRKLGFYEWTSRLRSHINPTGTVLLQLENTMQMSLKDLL
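Spleen homogenate 1 ug + cpd (titration) + 4-MU-alpha-D-galactopyranoside 1 mM; 37C 40 min; 50 mM citrate/phosphate pH 5.0, 0.01% Tween-20; stop pH 10; fluorescence 365/440; AC50 via Hill.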
GAA glycogen mod = inhibitors or activators of human alpha-glucosidase glycogen cleavage | P10253 | recombinant GAA, glycogen substrate, Amplex Red glucose oxidase fluorescence | Potency, µM (top dose mostly 76.4 µM), inactives show at the highest dose activity change, negative = inhibition, actives largely listed as inhibitors | 300,000 compounds, 0.38% hits;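 also: 0% = full enzyme reaction and -100% = no-enzyme basal signal; the screen sought inhibitors and activators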
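Natural-substrate format: glycogen cleavage by 4 nM human enzyme, glucose read by Amplex Red coupling (Ex 573, Em 610 nm). Normalized to enzyme and no-enzyme controls.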
Tau fluor cs = counter-screen for tau fibril formation inhibitors; tau K18 P301L Alexa594 fluorescence, heparin fibrillization; Potency, µM (doses to about 57.7 µM), inactives show at the highest dose activity change, negative = decrease; 280,000 compounds, 0.93% hits; AID 1463; also: % is scaled to controls: 0 for no effect and ±100 for the full control effect; nearly all actives have a fitted effect of over 55% in size
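Human tau K18 P301L (15 uM unlabeled, 0.24 uM Alexa 594-labeled) in 100 mM sodium acetate pH 7 with 20 uM heparin, 6 hr at 37 C. ThT 30 uM added, 1 hr ambient; Alexa 594 FP and total fluorescence read at 555/632 nm.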
HTT ATP protect = Huntington cell model cytoprotection by ATP luminescence | AID 1471 | 230,000 compounds, 0.14% hits | PC12 HTT-Q103 induced, cytoprotection, ATP luminescence, 40 h | Potency, µM (top dose mostly 56.4 µM), inactives show cytoprotection (ATP increase), usual class: activators;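 also: % of control where 0% means no effect; nearly all actives have a fitted effect of over 45% in size; toxic huntingtin expression switched on by the ecdysone agonist tebufenozide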
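Quantitative HTS on tebufenozide-induced (100 nM) PC12 cells expressing HTTQ103 exon 1–GFP; compounds tested as a concentration series; survival measured via cellular ATP.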
GAA inhib = alpha-glucosidase (human) inhibition. purified human GAA, 4-MU-alpha-glucoside fluorescence. Potency, µM (series often up to 76.9 µM), without a hit: top-dose activity change, negative = inhibition, usual class: inhibitors. 200,000 compounds, 0.005% hits;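 also: plate controls were uninhibited enzyme wells for no effect and no-enzyme background for full effect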
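qHTS format, compound range up to 77 uM. Human lysosomal enzyme at 4 nM, 400 uM 4-MU glucoside substrate, pH 5.0, 20 min room temperature; fluorescence after alkaline stop gives activity normalized to controls.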
Tau FP inhib = tau fibrillization inhibition (FP); P10636; K18 P301L tau heparin fibrillization, Alexa594 FP, 6 h; Potency, µM (series often up to 57.7 µM), inactives show at the highest dose activity, negative = inhibition, most hits filed as inhibitors; 280,000 compounds, 0.39% hits; AID 1468; also: % is scaled to controls: 0 for no effect and ±100 for the full control effect; nearly all actives have a fitted effect of over 55% in size
Target sequence (P10636 561-689 P618L limits assumed): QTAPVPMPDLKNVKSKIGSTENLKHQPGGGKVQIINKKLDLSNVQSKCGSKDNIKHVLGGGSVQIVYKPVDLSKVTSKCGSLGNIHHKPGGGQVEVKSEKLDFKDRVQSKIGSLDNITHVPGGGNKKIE
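Read-out: fluorescence polarization of Alexa 594-labeled tau (0.24 uM), 555 nm excitation, 632 nm emission. Mixtures held 15 uM unlabeled K18 P301L, compound and 20 uM heparin, pH 7 acetate buffer, incubated 6 hr at 37 C.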
Tau fibril ThT = blocks human tau fibril formation measured by thioflavin T; recombinant tau K18 P301L (four-repeat tau fragment), heparin-induced fibrillization, ThT fluorescence; Potency, µM (doses to about 57.4 µM), for inactives: top-dose activity, negative = inhibition, actives largely listed as inhibitors; 270,000 compounds, 2.1% hits; P10636; AID 1460; also: % is scaled to controls: 0 for no effect and ±100 for the full control effect; nearly all actives have a fitted effect of over 55% in size
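Aggregation was driven by heparin (20 uM final) acting on recombinant tau […] bearing P301L in 100 mM sodium acetate pH 7; fibrils were detected with Thioflavin T.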
GAA spleen mod = lysosomal alpha-glucosidase (human) modulation; P10253; human spleen homogenate, 4-MU-alpha-glucoside fluorescence; Potency, µM (top dose mostly 79.9 µM), without a hit: at the top dose activity change, negative = inhibition, hits mostly inhibitors; 240,000 compounds, 0.006% hits; AID 2112;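 also: 0% = enzyme with vehicle and -100% = no enzyme basal signal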
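Enzyme source: human spleen homogenate, 1 ug/well. Buffer 50 mM citric acid/K phosphate pH 5.0, 0.01% Tween-20. 4-MU-alpha-glucoside 1 mM; 37 C x 40 min; NaOH/glycine stop; fluorescence.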
Active calls of the source: *; ? = inconclusive; nt = not tested or not shown; & = joins results of further samples; [ ] = dose if it differs, or a comment. Calls follow the shape of the dose curve; as a rule, active = well fitted curve in the direction sought with a large enough effect; inconclusive = small, poorly fitted or top-dose-only effect, or another doubt; inactive = no such curve, though single readings can be large; an effect the other way counts as inactive or inconclusive. Potency is read from the fitted curve at half-maximal effect.

SMILES | aGal spleen mod | GAA glycogen mod | Tau fluor cs | HTT ATP protect | GAA inhib | Tau FP inhib | Tau fibril ThT | GAA spleen mod
CCOc1ccccc1NC(=O)C1CCN(S(=O)(=O)c2ccc(OC)c(OC)c2)CC1 | 11% | -12% | -4% | -10% | 0% | -10% | -10% | 5%
COc1ccc(Cl)cc1C(=O)NNC(=O)CSc1nnnn1C | 3% | 1% | 1% | -29% | -6% | ? | -5% | 5%
CCNC(=O)n1nccc1C(C)Oc1ccccc1 (stereo not drawn) | 11% | -6% | -3% | -15% | 8% | -8% | -3% | -2%
O=C1[C@@H]2[C@H]3[C@H](O)[C@H](O)C/C(=N/OCc4ccccc4)[C@@H]3CC[C@H]2C(=O)N1c1ccc(F)cc1F | 2%[17.5 µM] | nt | -5%[11.6 µM] | 2%[10 µM] | nt | 3%[11.6 µM] | -6%[11.5 µM] | -6%[17.4 µM]
CCc1ccc(NC(=S)N(Cc2cccc(Br)c2)CC2CCC(C(=O)O)CC2)cc1 (stereo not drawn) | -2% | 0% | -8% | -39%[inhibitor] | ? | 4% | -9% | -3%
Cc1cc(C(=O)CSc2n[nH]c(-c3ccccc3F)n2)c(C)n1Cc1cccs1 | -5% | -7% | ? | -13% | -1% | -7% | ? | -5%
CCCCn1c(SCC(=O)N2CCc3ccccc32)nnc1-c1ccncc1 | -1% | 3% | -22% | 1%[10 µM] | nt | -5% | -10% | 1%
Cc1cc(C)c2c(=O)c3c(oc2c1)C(=O)N(Cc1ccc(F)cc1)C3c1cccc(O)c1 (stereo not drawn) | nt | -14%[76.3 µM] | -21% | nt | nt | ? | 4% | nt
Nc1ccc2c3c(cccc13)C(=O)N(c1ccccc1)C2=O | -3% | -6% | -13% | -18% | -6% | ? | 9% | 0%
Cn1ccnc1SCC(=O)Nc1ccc2ccccc2c1 | 3% | 3% | -10% | 4%[10 µM] | 3% | 3% | -7% | 3%
Cc1ccccc1-c1nnc(NC(=O)CSc2nc3ccccc3s2)s1 | 0% | 2% | -14% | nt | -3% | ? | ? | -5%
Cc1ccc(C(C)C)c2c1C(c1ccc3c(c1)OCO3)CC(=O)O2 (stereo not drawn) | 0%[119 µM] | nt | ? | -100%[inhibitor] | nt | 9%[81.3 µM] | ? | 11%[119 µM]
CCOc1ccccc1CN1C(=O)c2ccccc2C1C(=O)NCC1CCCO1 (stereo not drawn) | -2% | 0% | -2% | 6%[10 µM] | 2% | -2% | -5% | -6%
Cc1ccc(N2CC(C(=O)NC3=NCCS3)CC2=O)cc1C (stereo not drawn) | -30% | 1% | 6% | -14%[0.074 µM] | 11% | 7% | 0% | -9%
COc1ccc(C(C)=O)cc1COc1ccc(F)cc1 | 5% | -5% | -16% | -48% | ? | -10% | -13% | 2%
O=C(CSc1nnc2ccc(-c3cccnc3)nn12)Nc1ccc(F)cc1F | 1% | -1% | -8% | 10% | 1% | 4% | -9% | -3%
CCCCCCOc1ccc(OCC(O)CN2C(=O)NC(C)(C)C2=O)cc1 (stereo not drawn) | -3% | -6% | -13% | -27% | -1% | 7% | -15% | -19%
Cc1occc1-c1nnc(SCC(=O)NCc2cccs2)n1-c1ccc(F)cc1 | 5% | -9% | 6% | -18% | 0% | -1% | 4% | -6%
CCN(CC)S(=O)(=O)c1ccc(C(=O)NCCN(C)C)cc1 | 5% | -10% | 3% | -52%[inhibitor] | 14% | 1% | 6% | -4%
CSc1ccc(Cl)c(C(=O)Nc2nccs2)c1 | 9% | -2% | -27% | 9%[10 µM] | nt | 5% | nt | 1%
O=C(Nc1ccc2c(c1)OCCO2)c1ccc(S(=O)(=O)N2CCCCC2)cc1 | -4% | 2% | ? | -1%[10 µM] | 5% | ? | -9% | -6%
CCOc1ccc(NC(=O)Cn2cc(C(=O)c3ccc(CC)cc3)c(=O)c3cc4c(cc32)OCO4)cc1 | nt | -5%[76.3 µM] | -27% | nt | nt | -10% | -1% | nt
CSCC[C@H](NC(=O)C1CCN(S(=O)(=O)c2ccc(C)cc2)CC1)C(=O)NC1CCS(=O)(=O)C1 (stereo partly drawn) | 4% | 5% | -8% | nt | 0% | -2% | -8% | -3%
Cc1ccc(-c2nc(CS(=O)CC(=O)N3CCN(c4ccccc4)CC3)c(C)o2)cc1 (stereo not drawn) | nt | -19%&-4%[76.3 µM] | -17% | nt | nt | 1% | ? | nt
Clc1ccc(SCCCCN2CCOCC2)cc1 | -1% | 5% | 0% | 10%[0.074 µM] | 5% | -4% | -7% | -1%

Overlap with the part before: 4 compounds, followed by the next part.
SMILES | aGal spleen mod | GAA glycogen mod | Tau fluor cs | HTT ATP protect | GAA inhib | Tau FP inhib | Tau fibril ThT | GAA spleen mod
CCOc1ccc(NC(=O)Cn2cc(C(=O)c3ccc(CC)cc3)c(=O)c3cc4c(cc32)OCO4)cc1 | nt | -5%[76.3 µM] | -27% | nt | nt | -10% | -1% | nt
CSCC[C@H](NC(=O)C1CCN(S(=O)(=O)c2ccc(C)cc2)CC1)C(=O)NC1CCS(=O)(=O)C1 (stereo partly drawn) | 4% | 5% | -8% | nt | 0% | -2% | -8% | -3%
Cc1ccc(-c2nc(CS(=O)CC(=O)N3CCN(c4ccccc4)CC3)c(C)o2)cc1 (stereo not drawn) | nt | -19%&-4%[76.3 µM] | -17% | nt | nt | 1% | ? | nt
Clc1ccc(SCCCCN2CCOCC2)cc1 | -1% | 5% | 0% | 10%[0.074 µM] | 5% | -4% | -7% | -1%
CCOC(=O)c1cccc(NC(=O)Cn2ncc3c(=O)oc4ccccc4c32)c1 | nt | 11%[76.3 µM] | -4% | nt | nt | 3% | 8% | nt
CCN(CC)c1nc(N)nc(N(c2ccccc2)c2ccccc2)n1 | 5% | 0% | -6% | -57%[inhibitor] | -7% | 13% | ? | 5%
C=CCn1c(-c2cccc(OC)c2)nc2nc3ccccc3nc21 | 5% | 0% | -8% | -35% | 4% | -7% | ? | -10%
COC(=O)c1ccc2c(c1)NC(=O)C(N1CCCCC1)S2 (stereo not drawn) | -6% | -2% | -11% | 28% | -7% | -6% | -8% | -6%
Cc1ccc(-c2cn(-c3ccccc3)c(SCC(=O)NC3CCS(=O)(=O)C3)n2)cc1C (stereo not drawn) | 1% | -4% | -10% | nt | ? | 2% | -8% | 6%
CCc1cc2ccccc2nc1Cl | -5% | 8% | 8% | nt | 6% | 4% | 2% | 0%
OC(COc1ccc(CNCCc2ccccc2F)cc1)CN1CCCCC1 (stereo not drawn) | -2% | 17% | -15% | 11%[10 µM] | nt | -6% | -12% | 2%
CCN=C1SC(CC(N)=O)C(=O)N1CC (stereo not drawn) | ? | -1% | -4%[2.34 µM] | -17%[10 µM] | ? | 3% | -2% | 2%
CCc1ccccc1NC(=O)C1CCCN(S(=O)(=O)c2cccc3nsnc23)C1 (stereo not drawn) | nt | -6%[76.3 µM] | -11% | nt | nt | 3% | 1% | nt
CCC(C)C(NC(=O)C(C)NC(=O)CNC(=O)CNC(=O)OCc1ccccc1)C(=O)OC (stereo not drawn) | 0% | -1% | -7% | 18%[10 µM] | 6% | -1% | -5% | 1%
CCc1ccccc1NC(=O)CN(c1ccc(OC)cc1)S(=O)(=O)c1c(C)n[nH]c1C | nt | 14%[76.3 µM] | -25% | nt | nt | -8% | -3% | nt
Cc1cccc(NC(=O)CC2c3ccccc3Oc3ccccc32)c1 | 1% | 6% | -17% | 20%[10 µM] | 6% | -11% | 1% | -3%
COc1ccc(N2CCN(CC(=O)NC(=O)NCc3ccco3)CC2)cc1 | -6% | -2% | -8% | 27%[10 µM] | 2% | -6% | -10% | -3%
O=S(=O)(NCc1ccccc1)c1ccc(F)cc1Br | 5%&5% | 5% | -11% | 7%[10 µM] | nt | -9% | -2% | 6%&6%
Cc1noc(C)c1COc1cccc(C(=O)NCc2ccccc2Cl)c1 | -5% | -11% | -26% | -5%[10 µM] | -7% | 7% | -16% | -1%
OC[C@H]1O[C@@H](n2cnc3c(NCc4ccccc4)ncnc32)[C@H](O)[C@@H]1O | 1% | nt | 2% | -41%[inhibitor][1.9 µM] | nt | -4% | 2% | -1%
O=C(c1ccco1)N1CCN(C(c2cccs2)c2nnnn2C2CCCC2)CC1 (stereo not drawn) | 9% | 3% | -6% | 23%[10 µM] | -4% | -2% | -8% | 7%
COc1ccc(NC(=S)N/N=C2/CCCc3c(C)cc(C)cc32)cc1 | -12% | -11% | -7% | -2% | -3% | 2% | ? | -7%
Cc1occc1-c1nnc(SCC(=O)Nc2ccc3c(c2)OCO3)n1CC1CCCO1 (stereo not drawn) | 3% | 3% | -8% | -18%[10 µM] | -29% | 1% | -6% | -1%
CN1CCC(=NNC(=O)COc2ccc(Cl)cc2)CC1 | -6% | -14% | 7% | -19% | 6% | -1% | ? | -2%
O=C(OC(C(=O)NC1CCCCC1)c1ccccc1)c1ccco1 (stereo not drawn) | 6% | ? | -7% | 9%[10 µM] | 5% | 1% | -9% | 6%
O=C(CCCOc1ccccc1)N1CCN(c2ccccc2)CC1 | 3% | 15% | -20% | -7% | -3% | 4% | ? | 0%
O=C(N/N=C/c1ccncc1)c1ccc(-n2cccc2)cc1 | -1% | -1% | -24% | 12%[10 µM] | 2% | 10% | ? | -2%
NCC1O[C@H](O[C@@H]2C(O)[C@H](O[C@H]3OC(CO)C(O)C(N)C3O)[C@@H](N)C[C@H]2N)[C@@H](N)CC1O (stereo partly drawn) | -2% | nt | 1% | -35%[inhibitor] | nt | -1% | -4% | -2%
Cc1ccc(NCc2nnc(SCC(N)=O)o2)c(C)c1 | 1% | -9% | 6%[2.34 µM] | -8%[10 µM] | 12% | -3% | 7% | -5%
O=C(COCCOCC(=O)N(c1ccccn1)C1CCCCC1)N(c1ccccn1)C1CCCCC1 | -5% | -1% | 4% | 2%[4.97 µM] | 3% | 3% | 1% | 0%
Cc1ccc(CNC(=O)c2ccc(-n3c(C)cc4c3CCCC4)cc2)cc1 | nt | 19%[76.3 µM] | -12% | nt | nt | ? | ? | nt
Cc1ccc(NC(=S)N(Cc2ccco2)C(C)c2cccs2)c(Cl)c1 (stereo not drawn) | 4% | -7% | -11% | -60%[inhibitor] | 4% | -15% | -5% | 6%
